Nrf2 block: Nrf2 qHTS screen for inhibitors. A549 ARE-Fluc reporter, luciferase luminescence, 18-24 h. Potency, µM (highest dose often 46 µM), without a hit: top-dose activity change, negative = inhibition, usual class: inhibitors. 360,000 compounds, 2.1% hits; further: on the % scale 0 is the no-effect control and ±100 the full control effect; nearly all actives have a fitted effect of over 60% in size
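Nrf2 function is reported as luminescence of an ARE-controlled luciferase in A549 cells. Compounds were tested at several concentrations, and a CellTiter-Fluor read on the same wells flagged cytotoxicity.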
HepG2 viability: qHTS for Inhibitors of TGF-b: Cytotox Counterscreen; Potency, µM (top dose mostly 46.1 µM), for the others: at the highest dose activity change, negative = cytotoxicity, most hits filed as cytotoxic; HepG2 CAGA-GFP viability, ATP luminescence, 18 h; 410,000 compounds, 0.76% hits; further: some results filed as inactive show a strong effect at the top dose
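CellTiter-Glo luminescence gave cytotoxicity after 18 hours at 37 degrees C. The cells were HepG2 CAGA-GFP in 1% FBS DMEM, stimulated with 500 pg/mL TGF-beta after compound addition. %Activity was normalised to no-cell wells (complete cell-killing) and DMSO (no toxicity), and curves were fitted and classified.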
ATXN2 expr inh: Primary qHTS for Inhibitors of ATXN expression; HEK-293 ATXN2-luciferase reporter, luminescence, 24 h; Potency, µM (titrated, usually from 57 µM), for inactives: at the highest dose activity change, negative = inhibition, hits mostly inhibitors; 360,000 compounds, 0.72% hits; AID 1745845, 2022; further: on the % scale 0 is the no-effect control and ±100 the full control effect; nearly all actives have a fitted effect of over 55% in size
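qHTS (up to 57 uM final) was run with 24 h compound exposure of reporter cells at 37 °C. Each well was multiplexed: SteadyGlo luminescence measured ATXN2-luciferase expression after a fluorogenic Gly-Phe-AFC viability readout (25 uM final).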
EPAC2 antagonist: qHTS for Antagonist of cAMP-regulated guanine nucleotide exchange factor 2 (EPAC2): primary screen; 360,000 compounds, 0.18% hits; EPAC2 GEF exchange of Rap1B-BODIPY-GDP, fluorescence; Rap guanine nucleotide exchange factor 4 (Homo sapiens), Q8WZA2; Potency, µM (series often up to 114 µM), inactives show at the top dose activity, negative = inhibition, hits mostly inhibitors; further: on the % scale 0 is the no-effect control and ±100 the full control effect; nearly all actives have a fitted effect of over 45% in size; many of its hits are not listed in these tables
Target sequence (Q8WZA2 whole entry, looked up): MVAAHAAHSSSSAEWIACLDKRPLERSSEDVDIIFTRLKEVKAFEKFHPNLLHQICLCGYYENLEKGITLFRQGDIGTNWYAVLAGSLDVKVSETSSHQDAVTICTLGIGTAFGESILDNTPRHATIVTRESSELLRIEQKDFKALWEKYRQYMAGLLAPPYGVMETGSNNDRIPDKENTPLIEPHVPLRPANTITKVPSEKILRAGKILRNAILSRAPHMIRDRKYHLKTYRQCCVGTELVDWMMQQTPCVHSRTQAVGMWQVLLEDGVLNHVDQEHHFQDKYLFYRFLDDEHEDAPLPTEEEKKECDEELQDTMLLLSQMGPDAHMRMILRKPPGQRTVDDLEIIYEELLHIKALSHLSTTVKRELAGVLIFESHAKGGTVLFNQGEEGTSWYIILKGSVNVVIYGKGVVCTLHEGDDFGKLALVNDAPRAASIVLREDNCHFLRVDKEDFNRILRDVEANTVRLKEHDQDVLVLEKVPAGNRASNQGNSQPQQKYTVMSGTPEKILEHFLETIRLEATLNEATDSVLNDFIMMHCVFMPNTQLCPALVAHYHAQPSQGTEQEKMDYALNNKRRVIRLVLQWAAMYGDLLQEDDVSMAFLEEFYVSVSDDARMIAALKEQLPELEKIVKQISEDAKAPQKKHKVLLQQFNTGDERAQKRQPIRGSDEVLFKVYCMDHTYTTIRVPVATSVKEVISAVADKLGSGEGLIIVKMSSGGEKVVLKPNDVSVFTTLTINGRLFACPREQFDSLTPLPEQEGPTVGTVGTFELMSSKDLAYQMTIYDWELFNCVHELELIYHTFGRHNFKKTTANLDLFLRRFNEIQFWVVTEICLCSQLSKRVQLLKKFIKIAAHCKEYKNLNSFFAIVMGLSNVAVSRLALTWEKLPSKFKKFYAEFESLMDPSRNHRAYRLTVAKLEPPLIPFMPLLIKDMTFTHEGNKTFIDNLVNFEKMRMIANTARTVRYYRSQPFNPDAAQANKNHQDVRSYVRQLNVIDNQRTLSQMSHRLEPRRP
A549 tox: Nrf2 qHTS screen for inhibitors: counterscreen for cytotoxicity; A549 ARE-Fluc cells, CellTiter-Fluor viability, 18-24 h; Potency, µM (doses to about 46 µM), for the others: at the highest dose activity change, negative = cytotoxicity, actives largely listed as inhibitors; 390,000 compounds, 0.16% hits; AID 504648, 2011; further: on the % scale 0 is the no-effect control and ±100 the full control effect
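A549 ARE_Fluc cells in 5% FBS OPTI-MEM were exposed to compounds in concentration-response for 18-24 h at 37 deg C. Viability was read by CellTiter-Fluor fluorescence (Ex 405/Em 525) after 30 min, before the luciferase read.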
Nrf2 activator: qHTS of Nrf2 Activators; AREc32 ARE-luciferase reporter (MCF7-derived line), luminescence, 24 h; Potency, µM (doses to about 46.1 µM), without a hit: at the top dose activation, most hits filed as activators; 410,000 compounds, 0.31% hits; further: % of control where 0% means no effect; nearly all actives have a fitted effect of over 65% in size
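Nrf2 activation is followed as ARE-luciferase induction in the AREc32 line after one day of compound treatment; luminescence is read with Steady-Glo.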
TGFb inhibitor: qHTS for Inhibitors of TGF-b. HepG2 CAGA-GFP TGF-b/SMAD3 reporter, GFP fluorescence, 18 h; TGF-beta stimulated, 500 pg/mL final. Potency, µM (doses to about 46.1 µM), for the others: at the top dose activity, negative = inhibition, hits mostly inhibitors. 410,000 compounds, 1.2% hits. AID 588855, 2011; further: on the % scale 0 is the no-effect control and ±100 the full control effect; nearly all actives have a fitted effect of over 65% in size
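Using HEPG2 CAGA-GFP reporter cells at 1000 cells/well, we pinned test compounds, stimulated with recombinant TGF-beta (500 pg/mL final) and measured total well GFP after 18 h.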
S2 tox: Viability Counterscreen for Primary qHTS for Inhibitors of ATXN expression. S2 cells (HEK-293 line with an ATXN2-luciferase reporter) viability, CellTiter-Fluor protease fluorescence, 24 h. Potency, µM (series often up to 56.7 µM), most hits filed as cytotoxic. 400,000 compounds, 0.49% hits; further: nearly all actives have a fitted effect of over 40% in size
MCF10A rereplic: A quantitative high throughput screen for small molecules that induce DNA re-replication in MCF 10a normal breast cells; Potency, µM (series often up to 46.1 µM), for the others: at the highest dose activity, positive = re-replication, most hits filed as activators; MCF 10A DNA re-replication, Hoechst nuclear intensity, 48 h; AID 624296, 2012; 350,000 compounds, 2.9% hits; further: % of control where 0% means no effect; nearly all actives have a fitted effect of over 50% in size
The depositor's hits bear a star; i = inactive; ? = inconclusive; · = not tested or not shown; & = joins results of further samples; [ ] = another dose, or the depositor's remark. The call rests on the fitted dose curve; in most records, active means well fitted curve in the direction sought with a large enough effect; inconclusive means small, poorly fitted or top-dose-only effect, or another doubt; inactive means no such curve, though single readings can be large; an effect the other way counts as inactive or inconclusive. Potency means the concentration at half of the fitted maximal effect. The list is partial; count on the stated rates, not on these rows.

SMILES	Nrf2 block	HepG2 viability	ATXN2 expr inh	EPAC2 antagonist	A549 tox	Nrf2 activator	TGFb inhibitor	S2 tox	MCF10A rereplic
Cc1nc(C(F)(F)F)ccc1C(=O)N1CCC1(C)C(=O)NS(=O)(=O)c1cccc(F)c1 (configuration not stated)	·	-2%	3%	12%	·	-0.1%	-1%	i	·
Cc1ccc(S(=O)(=O)Nc2ccc(Oc3cccnc3)nc2)cc1	4%	1%	-12%	4%	12%	-0.7%	2%	i	1%
COC(=O)Cc1[nH]n(-c2nc3ccccc3s2)c(=O)c1C(C)=O	?	-92%	32%[activator]	-7%[57.1 µM]	3%	0.6%	-11%	i	-5%
CCOc1ccc(C(=O)NCC(=O)NNC(=O)CN(C)S(=O)(=O)c2ccc(Cl)cc2)cc1	-11%	-4%	10%	1%	-2%	0.1%	8%	i	-1%
Cc1ccc(O)c(NC2=C(Cl)C(=O)N(Cc3ccccc3)C2=O)c1	-10%	-35%	3%[11.3 µM]	-15%	-6%	16%	-26%	i	-1%
CC1Cc2[nH]c(=S)[nH]c(=O)c2C(C(C)C)O1 (configuration not stated)	·	·	10%	4%	·	0.5%	·	i	·
CC1O[C@H](OC2C(COC3OC(CO)C(O)[C@H](O)C3O)OC(OC3CC[C@]4(C)C(CC[C@@]5(C)[C@@H]4C=C[C@]46OC[C@@]7(CCC(C)(C)C[C@H]74)C(O)C[C@@]56C)C3(C)C)C(O)C2O)C(O)C(O)C1O (some centres not stated)	7%	3%	14%	-15%	-3%	-0.5%	0%	i	-5%
COc1ccccc1CCNC(=O)C(=O)NCC1OCCN1C(=O)c1ccc(Cl)cc1 (configuration not stated)	?	-20%	-13%	10%	-5%	0.7%	-27%	i	-21%
Cc1ccc(-n2nc(C)c(Sc3ccccc3[N+](=O)[O-])c2N)cc1	3%	2%	·	0%	0%	7.1%	-7%	i	8%
COc1ccc(Nc2nc(C)nc3c2nnn3Cc2ccccc2)cc1OC	?	-9%	-14%	11%	-3%	8.3%	-23%	i	13%
Cc1nc(SCC(=O)NCCc2ccccc2)c2oc3ccccc3c2n1	4%	-3%	-13%	0%	0%	0.5%	4%	i	3%
CC(C)(C)c1ccc(SCCc2ccncc2)cc1	?	1%	1%	0%	-4%	5.0%	?	i	11%
CCOC(=O)Cc1csc(SCC(=O)Nc2nccs2)n1	13%	-27%	6%	-4%	3%	0.2%	-16%	i	1%
O=C(Nc1ccnn1C1CCN(Cc2ccccc2OCCO)CC1)c1cccc(F)c1	1%	-3%	4%	12%	-3%	-0.7%	13%	i	12%
CCOc1ccc(Br)cc1S(=O)(=O)Nc1ccc(NC(=O)c2ccccc2C)cc1	-5%	-2%	-3%	14%	6%	-0.2%	19%	i	-3%
CCOC(=O)c1cc(-c2ccc(OC)cc2)n(CCC(=O)NCc2ccccc2OC)c1C	·	-21%	?	·	3%	14%	?	?	·
CC(=O)Nc1ccc(NC(=S)NC(=O)/C=C/c2ccc(Cl)cc2)cc1	?	-1%	-15%	1%	0%	0.4%	6%	i	-6%
CCNC(=S)N/N=C/c1cn(Cc2ccccc2F)c2ccccc12	7%	-14%	-8%	-12%	-2%	2.1%	-13%	i	21%
Cc1ccc(NC(=O)CSc2nc(N)cc(=O)[nH]2)cc1S(=O)(=O)N1CCCCC1	26%	8%	-3%	20%	7%	-1.0%	-4%	i	4%
COc1ccc(S(=O)(=O)NCCCN2CCCC2=O)cc1OC	-24%	-26%	-21%	2%	5%	-0.5%	-8%	i	-9%
O=C(CC1CC2CCC1C2)NC1CCCCCCC1 (configuration not stated)	?	15%	77%[activator]	-3%	-9%	1.8%	7%	i	1%
O=C(O)c1ccccc1NS(=O)(=O)c1ccc(N/N=C/c2cccc(O)c2O)c([N+](=O)[O-])c1	5%	-18%	-23%	-26%	-23%	0.7%	?	?	-11%
CC1CCCN(C(=O)C2COc3ccccc3O2)C1 (configuration not stated)	1%	0%	5%	-3%	-2%	0.2%	-10%	i	9%
CN(C(=O)c1ccc(NC(=O)Cc2ccc(NC(=O)C3CCN(S(=O)(=O)c4cccc([N+](=O)[O-])c4)CC3)cc2)cc1)C1CCCC1	-14%	-1%	4%	14%	0%	0.2%	-1%	i	-21%
COc1ccc(NC(=O)C2CCN(C(=O)c3ccccc3)CC2)c(OC)c1	2%	2%	-3%	-3%	-3%	-0.3%	0%	i	-4%
COc1ccc(-c2cc(C(=O)NCc3cccnc3)no2)cc1	-21%	-26%	41%[activator]	0%	-1%[1.84 µM]	-0.1%	2%	i	4%
CO/N=C(\C)c1ncc(C(F)(F)F)cc1N1CCOCC1	10%	4%	3%	7%	-3%	0.3%	15%	i	3%
CC(C)Cc1nc(Cl)c(C#N)c2c1CCC2	7%	27%	?	-13%	11%	0.3%	47%[activator]	i	6%
CCCn1c(=O)c2ccccc2n2c(SCCOc3ccc(Cl)cc3)nnc12	?	-4%	-14%	2%	0%	-0.7%	-11%	i	18%
CCOc1ccc(CC(=O)Nc2nnc3n2CCS3)cc1	·	-7%	6%	·	6%	-0.1%	10%	i	·
Cc1cc(NC(=O)CCNS(=O)(=O)c2cc(Br)cnc2N)ccc1Br	-11%	-37%	-17%	-3%	-1%	3.9%	11µM*	i	-2%
CCOC(=O)c1ccc(N2CCN(c3ccc(F)cc3)CC2)c(NC(=O)Nc2cccc(OC)c2)c1	-28%	-17%&30%	-5%	3%	9%&-8%	0.0%&0.2%	-3%&8%	?	0%
COc1ccc(N(CCN2C(=O)c3ccccc3C2=O)C(=O)c2cccc([N+](=O)[O-])c2)cc1	-17%	7%	4%	-21%	0%	-0.2%	4%	i	-5%
O=C(CN(C(=O)c1csnn1)c1cccc(F)c1)NCc1ccc(F)cc1	-18%	-3%	-19%	2%	3%	-0.3%	7%	i	0%
O=C(N/N=C/c1cccnc1)c1ccc(NC(=O)c2ccc(Cl)cc2)cc1	?	36%	-8%	-5%	1%	0.2%	25%	i	-6%
O=[N+]([O-])c1ccc(NCCNS(=O)(=O)c2ccccc2)c(C(F)(F)F)c1	·	4%	-1%	-3%	-17%	4.8%	-8%	i	3%
CCc1ccc(-c2nc(-c3ccncc3)no2)cc1	·	-10%	5%	-3%	6%	-2.0%	2%	i	1%
Cc1ccc(OCc2nc(-c3ccc(-n4cccc4)cc3)no2)cc1C	-13%	15%	-5%	1%	3%	0.2%	15%	i	0%
NC(=O)CC1NC(=O)c2cc([N+](=O)[O-])cc(I)c2OCCC(C(N)=O)NC(=O)[C@@H]2CCCN2C1=O (some centres not stated)	?	0%	-4%	4%	2%	-0.1%	7%	i	-23%
COc1ccc(C(=O)N2CCOC2CNC(=O)C(=O)NCc2ccc(C)cc2)cc1 (configuration not stated)	·	-1%	·	-1%	·	0.1%	0%	?	·
Cc1cc2cc(CNC(=O)Cc3ccc([N+](=O)[O-])cc3)ccc2[nH]1	-17%	-5%	·	-10%	-10%	0.4%	8%	i	18%
N#Cc1cnn2c(-c3cccc(C(F)(F)F)c3)ccnc12	-2%	-15%	·	5%	-1%	11%	-29%	i	0%
CC(C)c1cccc(C(C)C)c1NC(=O)CN1CCCC1	28%	6%	0%	-1%	-3%	0.1%	1%	i	-2%
CCn1cc(CNC(=O)c2ccc(C)s2)cn1	10%	-12%	2%	-1%	14%	-0.2%[9.22 µM]	2%	i	-3%
CCCCc1cc(=O)oc2cc(C)cc(OCC(=O)Nc3ccccn3)c12	20%	-27%	-12%	5%	3%	?	1%	i	11%
COc1ccccc1NS(=O)(=O)c1ccc(NN=C2CCCCC2)c([N+](=O)[O-])c1	?	-14%	-11%	-1%	-6%	3.1%	-10%	i	5%
Cc1cc(NC(=O)c2ccccc2Cl)ccc1NC(=O)c1ccccc1Cl	5%	-3%	8%	3%	-11%	0.8%	0%	i	3%
CCOC(=O)c1c(NC(=O)c2cc3ccccc3c(=O)o2)sc2c1CCCC2	11%	4%	9%	·	-3%	0.2%	-6%	i	·
COc1ccccc1Cc1c(-c2cccc(Cl)c2)nc2ccc(Br)cn12	·	-47%	19%	5%	·	13%	?	i	·
Cc1nc(C)c(-c2csc(Nc3ccc(C(=O)O)c(O)c3)n2)s1	-19%	-14%	·	10µM*	6%	-0.7%	-9%	i	8%
CCOc1cc(C2C(C#N)=C(N)SC(N)=C2C#N)ccc1OCCN1CCOCC1	-2%	-22%	-4%	-7%	-5%	-0.2%	-2%	i	-3%
COc1cc(CNCc2cccnc2)ccc1OCC(=O)NC(C)(C)C	-11%	-4%	·	-6%[57.1 µM]	25%	-0.7%	0%	i	0%
FC(F)(F)c1ccccc1NC(=S)N1CCN(c2ncccn2)CC1	?	-3%	-26%	7%	-12%	-0.9%	?	?	0%
COc1cc(NC(=O)CCS(=O)(=O)c2ccc3c(c2)n(C)c(=O)c(=O)n3C)cc(OC)c1	?	8%&-9%	7%	-1%	-11%&3%	-0.1%&0.4%	3%	i	7%
CC(c1c(O)c2ccccc2[nH]c1=O)C1(C)CCC(O)C(C)(C)O1 (configuration not stated)	9%	3%	2%	1%	2%	-0.9%	-3%	i	1%
O=C(c1ccnc(Cl)c1)N1CCCC(Nc2ccc(F)cc2)C1 (configuration not stated)	5%	-3%	-4%	0%	2%	1.5%	16%	i	?

Pulled by compound from above, two records:
SMILES	Nrf2 block	HepG2 viability	ATXN2 expr inh	EPAC2 antagonist	A549 tox	Nrf2 activator	TGFb inhibitor	S2 tox	MCF10A rereplic
CCn1cc(CNC(=O)c2ccc(C)s2)cn1	10%	-12%	2%	-1%	14%	-0.2%[9.22 µM]	2%	i	-3%
COc1ccccc1NS(=O)(=O)c1ccc(NN=C2CCCCC2)c([N+](=O)[O-])c1	?	-14%	-11%	-1%	-6%	3.1%	-10%	i	5%

Source: PubChem BioAssay (National Center for Advancing Translational Sciences (NCATS))
